# Akt phos inh – HTS Assay for Inhibitors of Akt Phophorylation: Primary Screen. Neuro2A IGF-stimulated pAkt S473 HTRF, 20 min; active compounds read low. activity change, % for hits at 50 µM. 360,000 tested, 0.32% active. AID 651550, 2012; in the data active = activity change below about -80%; inconclusive = mostly about -51% to -80%; note: % is set by controls: 0 for no effect and ±100 for the full control effect
#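 Neuro2A cells (4,500/well, DMEM with 0.5% FBS) were treated with compound at a single 50 µM final concentration, stimulated with 6 nM IGF for 20 min at 37 °C, and lysed. Phospho-Akt Ser473 was read by HTRF as 665/615 ratio ×10^4.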
# aSyn yeast inh – qHTS of alpha-syn Inhibitors. Yeast expressing alpha-synuclein, growth rescue, BacTiter-Glo, 24 h. 370,000 tested, 0.14% active. Potency, µM (top dose mostly 46.1 µM), for the others: at the top dose growth rescue (activation), hits mostly activators; note: potency is the fitted concentration of half-maximal effect; % of control where 0% means no effect; nearly all actives have a fitted effect of over 65% in size
#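 Screening used galactose-induced yeast with toxic alpha-synuclein levels, exposed to compound for 24 hr at 30 deg C. Cell growth, read with BacTiter-Glo luminescence, gave the measured signal.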
# PTHR1 ag – qHTS for PTHR1 Agonists: Primary Screen; HEK293 GP2 PTHR1 cells, GloSensor cAMP luminescence, 1 h; 410,000 tested, 0.075% active; Potency, µM (highest dose often 115 µM), without a hit: at the highest dose activation, hits mostly activators; Parathyroid hormone/parathyroid hormone-related peptide receptor (Homo sapiens), Q03431; note: potency is the fitted concentration of half-maximal effect; nearly all actives have a fitted effect of over 55% in size; some results filed as inactive show a strong effect at the top dose; inactives centre near -15; many of its hits are not listed in these tables
# Target sequence (Q03431 whole entry, looked up): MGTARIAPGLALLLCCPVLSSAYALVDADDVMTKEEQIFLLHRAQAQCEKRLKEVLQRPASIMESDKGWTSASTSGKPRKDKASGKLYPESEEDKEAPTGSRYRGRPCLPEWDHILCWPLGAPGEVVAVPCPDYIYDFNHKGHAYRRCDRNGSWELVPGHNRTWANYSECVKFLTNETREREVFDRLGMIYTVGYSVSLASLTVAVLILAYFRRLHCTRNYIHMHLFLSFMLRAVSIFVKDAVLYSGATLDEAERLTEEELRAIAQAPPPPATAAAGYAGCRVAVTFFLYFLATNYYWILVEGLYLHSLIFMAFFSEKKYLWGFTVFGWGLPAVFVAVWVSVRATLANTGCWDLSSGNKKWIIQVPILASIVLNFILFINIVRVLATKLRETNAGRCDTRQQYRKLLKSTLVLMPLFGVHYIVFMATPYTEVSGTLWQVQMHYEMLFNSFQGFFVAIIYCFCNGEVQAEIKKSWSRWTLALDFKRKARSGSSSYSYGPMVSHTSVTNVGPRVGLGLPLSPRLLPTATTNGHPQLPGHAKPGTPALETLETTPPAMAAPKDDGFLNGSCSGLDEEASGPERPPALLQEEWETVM
#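 HEK-293-derived GP2 cells expressing PTHR1 and a GloSensor cAMP reporter, 3,000/well, plated overnight, given luciferin plus IBMX (each 0.5 mM as added) for 1 h at 37 °C, then compound for 1 h at 37 °C. Luminescence was read after 15 min at room temperature.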
# GLP-1R inv ag – qHTS of GLP-1 Receptor Inverse Agonists (Inhibition Mode). AID 624417, 2012. 410,000 tested, 1.6% active. HEK293 GLP-1R CRE-luciferase, luminescence, 24 h; GLP-1R form is constitutively active. Potency, µM (series often up to 38.3 µM), without a hit: at the top dose activity change, negative = inhibition, actives largely listed as inhibitors; note: potency is the fitted concentration of half-maximal effect; % is set by controls: 0 for no effect and ±100 for the full control effect; nearly all actives have a fitted effect of over 55% in size
# Target sequence (P43220 whole entry, looked up): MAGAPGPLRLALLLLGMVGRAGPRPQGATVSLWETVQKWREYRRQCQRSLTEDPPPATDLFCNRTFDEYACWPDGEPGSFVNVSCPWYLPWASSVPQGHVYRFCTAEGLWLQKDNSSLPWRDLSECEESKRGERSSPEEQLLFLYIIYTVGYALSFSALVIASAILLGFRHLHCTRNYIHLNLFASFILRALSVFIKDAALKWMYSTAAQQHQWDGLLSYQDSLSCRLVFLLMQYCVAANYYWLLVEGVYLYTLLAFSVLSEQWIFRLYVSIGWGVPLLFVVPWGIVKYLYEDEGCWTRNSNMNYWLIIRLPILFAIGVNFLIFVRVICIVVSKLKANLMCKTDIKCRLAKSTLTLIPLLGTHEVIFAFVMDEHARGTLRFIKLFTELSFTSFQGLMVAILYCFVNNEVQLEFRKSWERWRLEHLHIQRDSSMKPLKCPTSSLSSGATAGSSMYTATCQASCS
#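 Readout was luciferase luminescence, measured 12 min after detection reagent at room temperature. Beforehand, GLP-1R reporter HEK293 cells had sat 12 h, then received compounds for 24 hr at 37 deg C.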
# TDP-43 yeast inh – qHTS of TDP-43 Inhibitors; TDP-43 expressing yeast growth rescue, BacTiter-Glo, 24 h; Potency, µM (top dose mostly 46.1 µM), for the others: at the top dose growth rescue (activation), hits mostly activators; 410,000 tested, 1.8% active; AID 652104, 2013; note: potency is the fitted concentration of half-maximal effect; % of control where 0% means no effect; nearly all actives have a fitted effect of over 50% in size
#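 Growth rescue of TDP-43-toxic yeast measured as ATP luminescence (BacTiter-Glo). Cells grown to mid-log in raffinose, induced in galactose at OD600=0.02, exposed to compound 24 hr at 30 deg C.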
# FUS suppressor – qHTS for Suppressors of FUS Proteinopathy: Primary screen using FUS-linked yeast assay. S. cerevisiae FUS-expressing, growth rescue, OD600, 24 h. 390,000 tested, 0.24% active. Potency, µM (doses to about 76.6 µM), for inactives: at the top dose growth rescue (activation), most hits filed as activators;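 note: potency is the fitted concentration of half-maximal effect; plate controls were DMSO vehicle for no effect and reference control for full effect; nearly all actives have a fitted effect of over 55% in size; some results filed as inactive show a strong effect at the top dose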
#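 Toxicity suppression screen in FUS-yeast. Cells induced with 2% galactose, starting OD 0.005, treated 24hr at 30C with compounds at multiple final concentrations; growth by OD600.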
# DRD3 antagonist – qHTS of D3 Dopamine Receptor Antagonist: qHTS. D(3) dopamine receptor (Homo sapiens), P35462. D3R cells, DiscoveRx beta-arrestin luminescence, antagonist mode; active compounds read low. max response, negative = inhibition, %. 360,000 tested, 2.5% active. AID 652054, 2013; in the data active = max response below about -50%; inconclusive = no clear call, values can overlap the other calls; note: % is set by controls: 0 for no effect and ±100 for the full control effect; mostly tested at two doses, the higher about 12 µM
#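 Cells expressing the human receptor were seeded at 1500 cells/well, incubated overnight at 37 degrees C in 5% CO2, then exposed to library compounds with dopamine controls for 90 minutes at 37 degrees C before luminescent detection.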
# Abeta rescue – qHTS for compounds that reverse cellular toxicity of Amyloid beta (A-beta) peptide in yeast: Primary Screen. 410,000 tested, 0.063% active. Potency, µM (doses to about 46.1 µM), for inactives: at the highest dose growth rescue, usual class: activators. yeast expressing A-beta42, growth rescue, OD600, 48 h; response scale: 0% DMSO, 100% iron-clioquinol control; note: potency is the fitted concentration of half-maximal effect; nearly all actives have a fitted effect of over 55% in size
#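 Yeast growth medium received pinned compounds, then yeast cells expressing toxic A-beta were added; plates incubated at 30 C for 48 hr. Growth read as absorbance at 600 nm, normalized to DMSO and equimolar FeCl3 plus clioquinol controls.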
# GLP-1R agonist – qHTS of GLP-1 Receptor Agonists; Potency, µM (series often up to 45.6 µM), inactives show top-dose activation, most hits filed as activators; HEK293 GLP-1R CRE-luciferase, luminescence, 4-6 h; cells express a hypersensitive GLP-1R form; AID 624172, 2012; Glucagon-like peptide 1 receptor (Homo sapiens), P43220; 380,000 tested, 0.007% active; note: potency is the fitted concentration of half-maximal effect; % of control where 0% means no effect
# The depositor's hits bear a star; i = inactive; u = inconclusive; x = no result given; & = joins results of further samples; [ ] = dose if it differs, or a comment. Unless noted, calls come from the whole dose curve; as a rule, active = well fitted curve in the direction sought with a large enough effect; inconclusive = small, poorly fitted or top-dose-only effect, or another doubt; inactive = no such curve, though single readings can be large; an effect the other way counts as inactive or inconclusive. These rows are one share of the data; the hit share may differ from the screen's.
# Below each compound: Akt phos inh	aSyn yeast inh	PTHR1 ag	GLP-1R inv ag	TDP-43 yeast inh	FUS suppressor	DRD3 antagonist	Abeta rescue	GLP-1R agonist
1: COc1ccc2nc(NC(=O)c3nc(SCc4ccc(F)cc4)ncc3Cl)sc2c1
→ x	x	-25%	17%	10%	5%	x	-7%	x
2: Cc1ccc(CNC(=O)Cn2c(=O)n(-c3cccc(Cl)c3)c(=O)c3sc4ccccc4c32)cc1
→ x	x	i	-8%	13%	-11%	x	9%	-1%
3: Cc1onc(-c2ccccc2)c1C(=O)NCCSCc1ccco1
→ i	9%	i	u	u	18%	0	16%	0%
4: CCN1CCN(S(=O)(=O)c2ccc(S(=O)(=O)N(CC)Cc3ccccc3)cc2)CC1
→ i	0%	-8%	-1%	-11%	-3%	17	6%	-6%
5: COc1ccccc1/C=C/C=N/NC(=O)c1ccccn1
→ i	-3%	-15%	7%	-9%[0.397 µM]	6%	0	1%	12%
6: COc1ccccc1CNC(=O)c1ccc2c(c1)N(Cc1cccc(C)c1)C(=O)c1ccccc1S2(=O)=O
→ x	x	-12%	-8%	16%	u	x	5%	0%
7: O=C(/C=C/c1ccco1)Nc1ccc(-c2nc3ccccc3[nH]2)cc1
→ i	-1%	i	121%[activator]	6%	x	-22	-8%	-11%
8: O=C(COC(=O)c1sc2ccccc2c1Cl)Nc1ncc(Cl)cc1Cl
→ i	1%	i	15%	-7%	10%	-9	10%	4%
9: O=C(Nc1ccccn1)c1ccc(S(=O)(=O)c2ccc(Cl)cc2)cc1
→ i	6%	-26%	-11%	6%	12%	-4	-42%[inhibitor]	8%
10: O=C(Nc1cccnc1)c1cnn2cccnc12
→ i	-2%	-20%	54%[activator]	-29%	14%	-27	-10%	-7%
11: CCOC(=O)CNc1c(-c2ccc(F)cc2)nc2cnccn12
→ i	-2%	20%	0%	6%	20%	-9	-4%	13%
12: COc1cc(NC(=O)c2cccs2)ccc1NC(=O)c1cc2ccccc2o1
→ i	-3%	-7%	14%	6%	11%	7	4%	-2%
13: CC1CC(=Cc2ccc(N)cc2)C(=O)O1 (stereo not given)
→ i	6%	i	5%	-1%	8%	6	7%	18%
14: CCCOc1ccc(/C=c2\sc3nc(-c4ccco4)nn3c2=O)cc1OCC
→ i	-3%	-19%	2%	0%	28%	10	22%	-19%
15: CSc1nc(C)cc(OCCNS(=O)(=O)c2cc(C)ccc2C)n1
→ i	11%	i	2%	-8%	7%	5	17%	-2%
16: COc1ccc(C(=O)Nc2ccncc2)cc1OC
→ i	0%	-20%[57.5 µM]	159%[activator]	-13%	-3%	8	-8%	12%
17: COc1cccc(OC)c1C(=O)N1CCN(c2c(Cc3ccccc3)c(C)nc3ncnn23)CC1
→ i	-10%	i	-1%	2%	26%	6	1%	6%
18: CCOC(=O)N1CCC(N(CCN(C)C)C(=S)Nc2ccccc2OC)CC1
→ i	0%	-2%	-6%	-11%	3%	-3	3%	-5%
19: Cc1cccc(CNC(=O)Cc2ccc(NC(=O)N3CCCCc4ccccc43)cc2)c1
→ x	x	-22%	u	u	u	x	5%	x
20: O=CNC1CCCc2c1[nH]c1ccc(Cl)cc21 (stereo not given)
→ i	16%	-20%	u	14µM*	x	6	-25%	0%
21: CN(C)S(=O)(=O)c1ccc(NC(=O)N2CCN(c3cccc(C(F)(F)F)c3)CC2)cc1
→ i	0%	-39%[inhibitor]	3.5µM*	11%	u	0	6%	-14%
22: Cc1ccc(Oc2nc3c(C)cccn3c(=O)c2/C=C(\C#N)C(N)=O)cc1
→ i	1%	-15%	10%	8%	-5%	13	3%	5%
23: COc1ccccc1OCCNC(=O)c1cccc(S(=O)(=O)N2CCN(Cc3ccccc3)CC2)c1
→ i	7%	-8%	u	9%	18%	0	21%	7%
24: COc1ccc(NS(=O)(=O)c2cc(Br)cc3c2N(C(C)=O)CC3)cc1
→ i	-5%	-65%[inhibitor]	u	6%	-10%	-3	-9%	5%
25: O=S(=O)(NCCS(=O)(=O)N1CCN(c2ccc(F)cc2)CC1)c1ccccc1
→ i	4%	-37%[inhibitor]	-11%	14%	-13%	14	-9%	-3%
26: O=C1NC(=O)C(c2ccccc2[N+](=O)[O-])=C1Nc1ccc(O)c(Cl)c1
→ i	4%&2%	i	-15%	12%	-17%	-28	-16%	4%
27: CCOc1ccc(NS(=O)(=O)c2ccc3c(c2)N(C(C)=O)CC3)cc1
→ i	2%	-12%	12%	-11%	10%	-1	-14%	1%
28: O=C(/C=C/c1ccc(Cl)c([N+](=O)[O-])c1)Nc1ccc(NC(=O)c2ccco2)cc1
→ i	0%	i	26%	15%	-1%	-11	-9%	12%
29: O=C(NCCc1ccccc1)NC(Cc1ccccc1)C(=O)O (stereo not given)
→ i	-15%	i	1%	-10%	-8%	0	-28%	-1%
30: Clc1c(-c2nnc3n2CCCCC3)sc2ccccc12
→ i	1%	-47%[inhibitor][57.5 µM]	5%	u	8%	7	-24%	4%
31: CN(C)c1ccc(NC(=O)Nc2ccc3c(c2)c(=O)n(C)n3Cc2ccccc2)cc1
→ i	0%	-2%	u	-3%	u	0	13%	-7%
32: COc1cccc(NC(CNS(=O)(=O)c2ccc(C)cc2)c2ccccc2)c1 (stereo not given)
→ x	x	-24%	10µM*	15%	17%	x	4%	x
33: O=C(Nc1nccs1)C1CC(=O)N(c2ccc(Cl)cc2)C1 (stereo not given)
→ i	1%	i	-26%	1%	-15%	-3	-4%	5%
34: COCCNC(=O)C1(C)CCCN(Cc2ccc(Cl)nc2)C1 (stereo not given)
→ i	5%	i	16%	2%	-8%	0	-20%	-1%
35: Cc1ccccc1OCC(=O)OC(C)CN1CCN(C)CC1 (stereo not given)
→ i	0%	-4%[57.5 µM]	6%	13%	8%	-9	-9%	-2%
36: c1cn(CCCNC2=NCCCCC2)cn1
→ i	-8%	-15%[57.5 µM]	-4%	6%	-5%	3	4%	-12%
37: CCOC(=O)C1(CCCc2ccccc2)CCN(Cc2cnc(C)s2)CC1
→ i	7%	i	u	1%	41%	u	-2%	12%
38: CCOc1ccc(NS(=O)(=O)c2cc3c4c(c2)CCN4C(=O)CC3)cc1
→ i	0%	-23%	3%	-22%	23%	-17	-25%	14%
39: CCCn1c(CN2CCN(C(=O)c3ccco3)CC2)nc2c1c(=O)n(C)c(=O)n2C
→ i	0%	i	8%	21%	-19%	-18	-1%	5%
40: NC(Cc1ccc(F)cc1)c1csc(Nc2ccc(C(=O)c3ccccc3)cc2)n1 (stereo not given)
→ i	-43%[inhibitor]	-48%[inhibitor]	u	0%	16%	49	2%	-4%
41: COc1ccc(/C=C/C(=O)c2ccc(C(=O)/C=C/c3ccc(OC)c(OC)c3)cc2)cc1OC
→ i	2%	i	u	20%	1%	-4	4%	0%
42: Cc1nn(-c2ccccc2)c(Cl)c1/C=N/Nc1ccc(S(=O)(=O)Nc2ccccc2C(=O)O)cc1[N+](=O)[O-]
→ u	-5%	-3%	6%	-14%	u	u	-6%	2%
43: COc1ccc(S(=O)(=O)Nc2cc3c(cc2N2CCOCC2)n(C)c(=O)n3C)cc1
→ x	x	-10%	84%[activator]	0%	20%	x	0%	x
44: COCC(=O)N1CCC(Oc2ccc(C(=O)NC(C)c3nccs3)cc2)CC1 (stereo not given)
→ i	8%	i	21%	14%	-2%	9	-1%	2%
45: COc1ccccc1C(c1nnnn1C(C)(C)C)N1CCN(C(=O)c2ccco2)CC1 (stereo not given)
→ i	4%	-12%	6%	3%	-21%	23	17%	1%
46: O=C(COC(=O)[C@H](Cc1c[nH]c2ccccc12)NC(=O)c1cccs1)NCc1ccccc1
→ i	-5%	i	4%	8%	x	2	5%	6%
47: COc1cc(Br)c(Br)c(Br)c1N
→ i	0%	-18%	-27%	u	6%	11	8%	10%
48: COCCCNC(=O)Cn1c(=O)n(-c2ccc(C)cc2)c(=O)c2c1c1cc(C)ccc1n2C
→ x	x	i	2%	6%	-19%	x	-16%	x
49: CCOC(=O)c1c(C)[nH]c(C)c1S(=O)(=O)N(C)CC(=O)N(C)Cc1ccccc1
→ i	7%	-3%	-15%	-5%	20%	4	-3%	-1%
50: COc1ccc(-c2[nH]ncc2Oc2ccccc2OC)c(O)c1
→ i	24%	-18%[57.5 µM]	u	u	29%	-14	1%	4%
51: Cc1csc2ncnc(N3CCN(C(=S)Nc4ccc(C(F)(F)F)cc4)CC3)c12
→ i	8%	-30%	u	13µM*	u	34	-3%	-3%
52: COc1ccc(CNC(=O)CSc2nc(SC)ns2)cc1
→ i	6%	i	-3%	u	-15%	-1	-4%	6%
53: Cc1cc(C)c2cc(CN(Cc3cccs3)Cc3nnnn3CC3CCCO3)c(=O)[nH]c2c1 (stereo not given)
→ i	3%	i	20%	-20%	u	-24	-13%	18%
54: COc1ccccc1-c1ccc(=O)n(CC(=O)NC(C)(C)C)n1
→ i	1%	i	-8%	-7%	8%	12	7%	-4%
55: O=C(NNC(=O)c1ccc(SCC2CCCO2)c([N+](=O)[O-])c1)c1ccc(F)cc1 (stereo not given)
→ i	0%	u	0%	-11%	11%	8	u	-8%
56: CN(C1CCCCC1)S(=O)(=O)c1ccc2c(c1)CCC(=O)N2
→ i	9%	i	36%[activator]	22%	7%	2	5%	16%
